Screening results deposited in PubChem BioAssay by Sanford-Burnham Center for Chemical Genomics.
NLRP3 yeast inh: NALP3 inhibition in yeast. Yeast reconstituted NLRP3/ASC/caspase-1, beta-gal luminescence, 24 h. inhibition, % at 10 µM. actives 0.39% (n = 330,000);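 active = inhibition of 50% or more; inactive = inhibition below 50%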;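 also: plate controls were induced DMSO wells for no effect and uninduced yeast grown without galactose for full effect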
mIAP activ: increases mouse intestinal alkaline phosphatase activity. actives 0.24% (n = 330,000). AID 2805. activation factor at 10 µM. muIAP, CDP-Star luminescence, 30 min; stronger effect = higher value; 1 = vehicle-only enzyme signal, 0 = enzyme-free wells;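 active = activation factor of at least 2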; also: the source names both 10 and 20 µM as test concentration; values of inactives mirror those of a sister screen read the other way
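Assay system: mouse IAP enzyme / Compound: DMSO-dissolved test compounds / Timing: 30 min, room temperature / Measured by: luminescence from enzymatic CDP-Star hydrolysis / Control set: DMSO-only wells, enzyme-free buffer wells as negative control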
SENP1 inh: inhibitors of human SENP1 SUMO protease catalytic domain; recombinant SENP1 catalytic domain, CyPet-SUMO1-YPet FRET cleavage; inhibition, % at 10 µM; actives 0.21% (n = 360,000); AID 624204;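 active = inhibition at least 30% at 10 µM, raw YFP signal under a set limit, fluorescence ratio 0.5 to 1.5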;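 also: 0% = enzyme with DMSO and 100% = no enzyme wells; some results filed as inactive read as strong as hits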
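Assay system – human recombinant His6-tagged SENP1 catalytic domain enzyme · Input – SENP1 enzyme, 20 pM final · Buffer or medium – Tris pH 8 buffer plus EDTA, NaCl, BME, BSA, NP40, catalase · Schedule – 50 min reaction at room temperature · Technique – FRET read of cyan and yellow fluorescence · Control set – no-enzyme wells low, DMSO-plus-enzyme wells high control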
mIAP inh: blocks mouse intestinal alkaline phosphatase; purified mouse IAP, CDP-Star luminescence, 30 min; inhibition, % at 10 µM; actives 0.2% (n = 330,000);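 active = inhibition of at least 40% at 10 µM in the primary screen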;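 also: plate controls were DMSO with enzyme for no effect and no enzyme wells for full effect; values of inactives mirror those of a sister screen read the other way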
hIAP activ: increases human intestinal alkaline phosphatase activity. activation factor at 10 µM. actives 0.16% (n = 330,000). AID 2524. purified human IAP, CDP-Star luminescence, 30 min; stronger effect = higher value; 1 = vehicle-only enzyme, 0 = enzyme-free background. P09923;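 active = activation factor of the enzyme at least 2-fold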; also: the source names both 10 and 20 µM as test concentration; values of inactives mirror those of a sister screen read the other way
Target sequence (P09923 whole entry, looked up): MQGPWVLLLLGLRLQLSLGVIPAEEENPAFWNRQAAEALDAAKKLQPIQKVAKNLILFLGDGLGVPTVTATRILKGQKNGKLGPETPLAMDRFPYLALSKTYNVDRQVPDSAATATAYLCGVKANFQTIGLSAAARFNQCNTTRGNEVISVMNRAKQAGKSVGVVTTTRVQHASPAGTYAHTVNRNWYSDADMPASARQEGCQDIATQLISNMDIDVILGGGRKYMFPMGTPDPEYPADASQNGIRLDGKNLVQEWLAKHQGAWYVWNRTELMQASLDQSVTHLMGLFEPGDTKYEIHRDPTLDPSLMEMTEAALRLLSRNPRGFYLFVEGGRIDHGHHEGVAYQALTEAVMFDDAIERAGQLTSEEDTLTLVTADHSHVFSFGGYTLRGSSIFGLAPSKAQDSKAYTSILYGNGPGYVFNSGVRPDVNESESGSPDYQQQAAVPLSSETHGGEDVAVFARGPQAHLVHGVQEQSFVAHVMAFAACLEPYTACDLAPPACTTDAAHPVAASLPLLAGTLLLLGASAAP
APOBEC3A inh: blocks human APOBEC3A ssDNA deamination. AID 493011. inhibition, % at 20 µM. actives 0.41% (n = 330,000). P31941. recombinant A3A, FAM/TAMRA ssDNA deamination fluorescence;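 active = at least 40% inhibition at 20 µM here, with at most 30% in a related deaminase screen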;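 also: plate controls were A3A with DMSO for no effect and wells lacking A3A enzyme for full effect; some results filed as inactive read as strong as hits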
hIAP inh: human IAP inhibition; purified IAP, CDP-Star luminescence, 30 min; inhibition, % at 10 µM; actives 0.12% (n = 330,000);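 active = inhibition reaching a set limit with compound at 10 µM in the primary screen, cut at about 35% in these data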;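 also: plate controls were DMSO wells with enzyme for no effect and no-enzyme buffer wells for full effect; values of inactives mirror those of a sister screen read the other way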
MIN6 prolif: induces beta-cell replication in MIN6 cells; MIN6 cells proliferation, ATPlite luminescence, 48 h; cells starved in 0.2% serum; 100% = growth in 10% serum; actives 0.29% (n = 330,000); proliferation, % at 10 µM;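 active = compounds whose signal lies at least 3.5 SD above the mean of all wells on their plate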;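 also: 0% = DMSO-treated cells in low-serum medium and 100% = 10% serum control; some compounds called inactive have numbers as strong as hits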
A3G deaminase: blocks human APOBEC3G single-stranded DNA deamination | recombinant A3G, ssDNA deamination FAM/TAMRA fluorescence | AID 493012 | inhibition, % at 20 µM | actives 0.28% (n = 330,000);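 active = inhibition of at least 40% at 20 µM, with no more than 30% in the related APOBEC3A deaminase screen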;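 also: plate controls were DMSO wells with A3G for no effect and wells lacking A3G enzyme for full effect; some compounds called inactive have numbers as strong as hits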
Target sequence (Q9HC16 whole entry, looked up): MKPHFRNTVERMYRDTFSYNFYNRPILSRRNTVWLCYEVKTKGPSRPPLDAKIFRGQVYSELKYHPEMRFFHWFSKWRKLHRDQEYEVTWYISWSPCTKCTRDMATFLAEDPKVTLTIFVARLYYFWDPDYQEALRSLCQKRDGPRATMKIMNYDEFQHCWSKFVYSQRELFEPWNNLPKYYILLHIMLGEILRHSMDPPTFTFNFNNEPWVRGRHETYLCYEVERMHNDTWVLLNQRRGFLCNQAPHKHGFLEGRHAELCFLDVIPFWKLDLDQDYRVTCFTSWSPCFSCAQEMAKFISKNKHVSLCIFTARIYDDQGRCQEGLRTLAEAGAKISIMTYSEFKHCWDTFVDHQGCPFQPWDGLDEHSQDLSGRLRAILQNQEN
Active calls of the source: *; / = not tested or not shown.

SMILES	NLRP3 yeast inh	mIAP activ	SENP1 inh	mIAP inh	hIAP activ	APOBEC3A inh	hIAP inh	MIN6 prolif	A3G deaminase
Cc1ccc(C)c(CN2C(=O)C3CCCN3c3ccc(C#N)cc32)c1 (stereo not given)	-4	1	-26	-2	0.84	-1	16	0	-3
C=CCNc1nc(NCc2ccccc2)nc(OCC)n1	29	1	0	0	1.2	-4	-19	1	-4
OC(COC(c1ccccc1)c1ccccc1)CN1CCc2ccccc2C1 (stereo not given)	9	0.95	-3	5	1	-3	-1	-6	-7
COc1ccc(C(=O)/C=C/Nc2ccc([N+](=O)[O-])cc2C)c(OC)c1	14	0.86	-24	14	0.87	0	13	-1	-9
Cc1ccccc1Sc1ccc(N)cn1	1	0.93	9	7	1.4	0	-42	-4	5
O=C1c2ccccc2C(=O)N1CCOc1cccc(Br)c1	36	0.98	0	2	0.76	-3	24	-2	-9
C=CCn1c(SCc2cc(=O)n3cc(C)ccc3n2)nnc1-c1ccc(F)cc1	-7	0.93	1	7	0.93	-2	7	0	-11
O=C(NCCCN1CCOCC1)c1c(F)c(F)c(F)c(F)c1F	14	0.93	-2	7	0.75	1	25	2	-2
COc1ccc(C2(C(=O)NC3CCCCC3)CCOCC2)cc1OC	12	0.96	-1	4	0.91	-1	9	2	-3
O=C(CSCc1ccccc1)Nc1ccc(F)c(F)c1	25	1	2	-3	1	-1	0	-5	-11
COC(=O)c1nc(N)sc1C(C)C	-10	1	0	-5	0.99	-2	1	1	-7
CCn1c(CCNC(=O)c2ccc(F)cc2)nc2ccccc21	6	1.1	1	-10	0.9	-1	10	-1	3
COc1cc(/C=N/NC(=O)C(Cc2c[nH]c3ccccc23)NC(=O)OCC(C)C)cc([N+](=O)[O-])c1O (stereo not given)	-63	0.91	1	9	0.92	4	8	-2	-8
CSc1nnc(-c2cccc(C)c2)n1N	7	1.1	0	-7	1.2	-6	-23	0	-6
COc1ccc(C2=CC(=O)C[C@H](c3ccc4c(c3)OCO4)C2)cn1	12	1.1	-5	-6	1.3	-1	-34	0	3
Cc1ccccc1NC(=O)CSC(=O)c1ccccc1	27	0.76	0	24	1.3	0	-27	-6	30
CCOC(=O)C1(Cc2ccc(OC)cc2)CCN(S(C)(=O)=O)CC1	15	1.1	2	-10	1.1	-2	-8	-1	-8
Cc1ccc(-c2nnc(SCC(=O)N/N=C/c3cccs3)n2-c2ccc(C)cc2)cc1	12	0.94	5	6	1.1	1	-5	2	-5
CC(=O)Nc1sc2c(c1C#N)CCCC2	-12	1.1	0	-10	0.99	-1	1	1	1
Cc1cc(OC(=O)c2ccc(F)cc2)c([N+](=O)[O-])c(=O)[nH]1	-14	0.98	2	2	0.82	0	18	4	-1
O=C(O)c1ccccc1NC(=O)c1ccccc1-c1ccccc1C(=O)O	16	0.98	-1	2	0.97	-5	3	0	-6
Cc1[nH]n(C2=NCCS2)c(=O)c1N=Nc1cccc(C(F)(F)F)c1	45	0.82	2	18	1.1	-1	-12	-6	-8
O=C(COC(=O)c1ccc(NS(=O)(=O)c2cccs2)cc1O)Nc1nc2ccccc2s1	1	0.97	-2	3	1.1	4	-5	-1	-7
CSc1nnc(C(C)c2ncc(C(F)(F)F)cc2Cl)n1C (stereo not given)	4	1	-2	-4	1.1	-5	-11	-2	-10
COc1ccc(CCNc2nc(-c3ccc(F)cc3)c(CC(=O)O)s2)cc1OC	18	0.84	-26	16	0.99	1	1	0	36
COc1cc(OC)cc(C(=O)N[C@H](C(=O)NCc2ccc(F)cc2)C(C)C)c1	-8	0.99	-2	1	0.86	34	14	0	0
CCC(Sc1nc(C)cc(=O)[nH]1)C(=O)Nc1nc2c(s1)CCCC2 (stereo not given)	23	1	-4	0	1	-2	-3	-4	-4
COCCCN(C(=O)Nc1ccccc1)C(C)c1ccncc1 (stereo not given)	3	0.87	1	13	1	-6	-4	-4	1
CCCCCCCCNc1ccccc1S(=O)(=O)NCc1ccccc1	/	1.3	1	-28	/	5	/	/	6
O=C(O)c1[nH]c2ccccc2c1NS(=O)(=O)Cc1ccccc1	0	0.92	-11	8	0.82	1	18	2	-3
Fc1ccc(C(c2nnnn2Cc2ccco2)N2CCN(C3CCCCC3)CC2)cc1 (stereo not given)	11	1.1	-2	-6	1	0	0	0	-1
COC(=O)c1ccc(OC(=O)c2cccnc2SC)cc1	8	1	1	-1	1	-4	-2	-1	-13
Cc1cc(NC(=O)CSc2nc(-c3ccccc3)nc3c2c(=O)n(C)c(=O)n3C)no1	9	1.1	8	-6	0.88	9	12	2	4
C=CCn1c(C(C)NC(=O)COC)nc2ccccc21 (stereo not given)	11	1	2	-4	0.88	-2	12	-1	-5
Cc1c(Cl)cccc1N=C1SCCN1C(=O)CN1C(=O)NC2(CCCC2)C1=O	9	0.92	1	8	0.97	-3	2	-7	-11
O=C(NCCC1CCCCN1S(=O)(=O)c1ccccc1)C(=O)NCCN1CCOCC1 (stereo not given)	12	1.1	1	-6	1	-2	-2	0	-10
O=C(NC1CCCCC1)C(c1ccccn1)N(C(=O)Cc1cccs1)c1ccc(Cl)cc1 (stereo not given)	0	0.99	1	1	1	-2	-2	-5	-9
COc1nc(-c2ccc(Cl)cc2)nnc1C	35	0.94	2	6	0.81	-1	18	2	-5
Cc1cccn2cc(CCNS(=O)(=O)c3ccc([N+](=O)[O-])cc3)nc12	17	0.97	3	3	0.93	0	7	0	-1
O=C(CSc1nc2ncccc2[nH]1)Nc1ccc2c(c1)OCCO2	6	0.85	2	15	1	2	-2	-1	-3

2 compounds picked at random from the list so far:
SMILES	NLRP3 yeast inh	mIAP activ	SENP1 inh	mIAP inh	hIAP activ	APOBEC3A inh	hIAP inh	MIN6 prolif	A3G deaminase
O=C(NCCC1CCCCN1S(=O)(=O)c1ccccc1)C(=O)NCCN1CCOCC1 (stereo not given)	12	1.1	1	-6	1	-2	-2	0	-10
COc1nc(-c2ccc(Cl)cc2)nnc1C	35	0.94	2	6	0.81	-1	18	2	-5

Later entries
SMILES	NLRP3 yeast inh	mIAP activ	SENP1 inh	mIAP inh	hIAP activ	APOBEC3A inh	hIAP inh	MIN6 prolif	A3G deaminase
CC1CCCCN1C(=O)CNCc1ccc(F)cc1 (stereo not given)	9	0.98	2	2	1	-2	-4	-5	-6
Cc1nc(N2CCN(c3ccccc3F)CC2)[nH]c(=O)c1C	16	0.98	1	2	1.3	-4	-32	0	-1
COc1ccc(C(=O)N2CCCC2(C#N)c2ccccc2)cc1[N+](=O)[O-] (stereo not given)	10	1	1	-4	1.1	1	-12	-4	7
Cn1cnnc1SCC(=O)Nc1nc(-c2ccccc2)cs1	21	0.99	0	0	1	-1	0	3	-4
COc1ccc(-c2ccc(C(=O)O)c(=O)[nH]2)cc1	15	0.98	-39	2	1	-4	-2	4	-4
COc1ccc(N2CCN(C(=O)c3ccc(-c4ccccc4)cc3)CC2)cc1	4	1	-1	-3	1.2	-3	-16	-1	-2
CNC(=O)c1cccc(NC(=O)CCCNC(=O)c2ccc(Cl)cc2)c1	10	1	1	-1	1.1	23	-11	0	-1
O=C1NC(=O)C2C1C(c1ccc([N+](=O)[O-])cc1)=NN2Cc1ccccc1 (stereo not given)	20	0.95	-38	5	1	-7	-4	2	4
CCOc1cc(/C=N/NC(=O)C(O)(c2ccccc2)c2ccccc2)ccc1OC(=O)c1ccco1	-15	0.85	2	14	0.93	1	7	-2	-2
Cc1ccccc1Cc1c(C)nc2c(C(=O)NCc3ccc4c(c3)OCO4)cnn2c1C	-5	0.91	-1	9	1	1	-1	-3	-4
CCC1CCCCN1C(=O)c1cc(COc2ccc(-n3cncn3)cc2)on1 (stereo not given)	6	0.95	0	5	1	0	-2	-7	-6
CCOCCCNC(=O)CN1C(=O)COc2ccc(S(=O)(=O)N3CCC(C)CC3)cc21	20	1	3	-1	1.3	2	-27	-1	-1
COc1ccccc1NC(=O)CC(c1ccc(OC(C)C)cc1)c1ccccc1OC (stereo not given)	-4	1.1	0	-10	0.9	0	10	-5	-7
O=S(=O)(c1ccccc1)N1CCN(C(=S)Nc2ccc(F)cc2)CC1	3	1.2	1	-15	0.94	-4	6	-3	-10
CCN(CC)S(=O)(=O)c1cc(NC(=O)CSc2nc3c(cc2C#N)C(=O)CC(C)(C)C3)ccc1C	6	0.94	1	6	0.85	-3	15	-3	-8
Cn1cc(S(=O)(=O)N2CCCC2)cc1C(=O)N1CCN(c2cccc(Cl)c2)CC1	9	1.1	2	-5	0.9	-2	10	-2	-4
CCCCC(C(=O)NCCC(C)C)N(CCCN1CCOCC1)C(=O)c1snc(C(N)=O)c1N (stereo not given)	7	0.9	-2	10	1.1	-2	-10	2	-7
CS(=O)(=O)c1ccc(CNC(=O)C2(C(F)(F)F)CC(CCCO)CCCO2)cc1 (stereo not given)	14	0.97	/	3	0.9	-3	10	-6	-9
O=C(CSc1nnc(-c2ccccc2)c(-c2ccccc2)n1)NCc1ccco1	-1	0.84	0	16	1	-6	-2	6	-8
Brc1cccc(-c2nnc3sc(CN4CCCCC4)cn23)c1	7	0.98	0	2	1	7	-2	0	-1
Cc1nn(-c2ccccc2)c(C)c1/C=N/Nc1nc2ccccc2[nH]1	29	0.93	-7	7	1.3	1	-32	-6	-2
NC(=O)c1ccccc1OCC(=O)NS(=O)(=O)c1ccccc1	5	0.95	1	5	0.86	2	14	-4	-2
O=C(Nc1nnc(-c2ccc(F)cc2)s1)c1ccco1	21	0.96	1	4	0.88	-4	12	0	-7
CCn1ccnc1CN(C)Cc1cn(-c2cc(C)ccc2C)nc1-c1ccccc1	29	0.96	-1	4	1.2	-1	-24	-5	-3
Cc1ccc(F)cc1NC(=O)C12CC3CC(C1)CC(n1cnc([N+](=O)[O-])n1)(C3)C2	-9	1.1	3	-9	1	1	-2	-2	-2
CCC1(c2ccc(F)cc2)NC(=O)N(CC(=O)N2CCN(S(=O)(=O)c3ccc(Cl)cc3)CC2)C1=O (stereo not given)	22	1	0	-5	0.9	30	10	6	-3
Cc1ccc(C(=O)NCC2CCCO2)cc1S(=O)(=O)N1CCCCC1 (stereo not given)	8	1	4	-3	1.1	-2	-13	2	-9
CN(CP(=O)(O)CCc1ccccc1)S(C)(=O)=O	7	0.97	2	3	1.1	-2	-10	1	-6
O=C(Nc1ccccc1)ON=C1CCCC1	14	0.9	1	10	0.78	0	22	0	3
COCCNC(=O)CCC(=O)NNc1nc2ccccc2c2nc(-c3ccccc3)nn12	4	0.8	1	20	0.92	-8	8	-2	-7
COCCCN(C(=S)Nc1ccc(OC)cc1)C(C)c1ccncc1 (stereo not given)	1	0.88	0	12	1	0	-3	1	-6
CCOC(=O)N1CCC(NC(=O)c2cc(C(=O)NC3CCN(Cc4ccccc4)CC3)ccc2CO)CC1	18	1.1	0	-10	1.3	-4	-26	-1	5
Cc1ccc(N2CCC(N3CCN(C4CCCCC4)C(CCO)C3)CC2)cc1 (stereo not given)	0	0.97	-2	2	0.75	-2	25	-3	-4
COc1ccc([N+](=O)[O-])cc1NC(=O)CCN1CCN(CCO)CC1	3	1	0	-1	1.2	-5	-21	-1	-6

Some of the compounds tested; count on the stated rates, not on these rows.
